GDH-TPI inh = counter-screen for M. tuberculosis FBA inhibitors: GDH-TPI coupled enzymes; GDH-TPI coupled enzyme counterscreen, NADH absorbance; inhibition, % at 4.8 µM; 360,000 tested, 1.2% active; AID 588335; in the data active = inhibition above about 30%;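 note: 0% = DMSO wells and 100% = wells lacking the enzyme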
Anthrax LF inh2 = inhibitors of Bacillus anthracis lethal factor protease. P15917. multiplex microsphere protease cleavage assay, LF. inhibition, % at 10 µM. 360,000 tested, 0.12% active. AID 588501; note: plate controls were buffer without enzyme for full effect and enzyme alone for no effect
Target sequence (P15917 whole entry, looked up): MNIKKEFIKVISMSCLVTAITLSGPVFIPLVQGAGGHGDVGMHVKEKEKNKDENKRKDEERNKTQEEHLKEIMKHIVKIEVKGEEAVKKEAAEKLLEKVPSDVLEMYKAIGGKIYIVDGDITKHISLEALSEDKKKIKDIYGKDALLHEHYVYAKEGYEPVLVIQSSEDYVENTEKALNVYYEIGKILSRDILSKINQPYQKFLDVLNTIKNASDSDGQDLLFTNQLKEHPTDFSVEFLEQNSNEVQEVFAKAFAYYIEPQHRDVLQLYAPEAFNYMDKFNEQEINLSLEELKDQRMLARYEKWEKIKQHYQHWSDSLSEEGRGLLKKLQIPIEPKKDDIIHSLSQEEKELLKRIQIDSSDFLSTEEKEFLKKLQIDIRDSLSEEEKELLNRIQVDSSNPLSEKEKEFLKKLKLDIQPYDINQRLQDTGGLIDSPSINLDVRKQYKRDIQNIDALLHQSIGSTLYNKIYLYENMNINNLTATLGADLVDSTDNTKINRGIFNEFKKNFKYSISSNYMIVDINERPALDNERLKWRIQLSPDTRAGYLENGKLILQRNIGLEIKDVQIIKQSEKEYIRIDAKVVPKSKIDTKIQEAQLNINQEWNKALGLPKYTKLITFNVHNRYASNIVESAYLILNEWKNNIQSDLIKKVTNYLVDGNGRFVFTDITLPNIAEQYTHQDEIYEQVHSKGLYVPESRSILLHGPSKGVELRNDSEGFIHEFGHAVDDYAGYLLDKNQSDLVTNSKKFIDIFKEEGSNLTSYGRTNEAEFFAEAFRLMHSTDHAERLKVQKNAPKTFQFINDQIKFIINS
Mtb FBA inh = Mtb fructose-bisphosphate aldolase inhibition; P9WQA3; purified M. tuberculosis FBA, fluorescence read-out; inhibition, % at 1 µM; 360,000 tested, 2.3% active; AID 588726; in the data active = inhibition above about 27%;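 note: 0% = vehicle and 100% = reference inhibitor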
UGM FP inh = blocks M. tuberculosis UGM enzyme; P9WIQ1; purified UGM, fluorescence polarization probe displacement; inhibition, % at 10 µM; 320,000 tested, 0.06% active; AID 504406; in the data active = inhibition above about 10%, passing the limit was not always enough; inconclusive = no clear call, values can overlap the other calls
Mtb BioA inh = BioA (M. tuberculosis) enzyme inhibition. purified M. tuberculosis BioA enzyme, plate reader. inhibition, % at 9.99 µM. 360,000 tested, 0.096% active; in the data active = inhibition above about 40%; inconclusive = no clear call, values can overlap the other calls
BoNT F protease = BoNT F light chain protease inhibition | inhibition, % at 10 µM | Multiplex microsphere protease cleavage assay, flow cytometry | AID 588497 | 360,000 tested, 0.22% active; in the data active = inhibition above about 35%, passing the limit was not always enough; inconclusive = no clear call, values can overlap the other calls; note: plate controls were buffer without enzyme for full effect and enzyme alone for no effect
FadD28 binding = blocks FadD28 binding to the bisubstrate probe | fluorescence polarization | inhibition, % at 12.5 µM | 360,000 tested, 0.22% active | AID 588549; in the data active = inhibition above about 8.5%, passing the limit was not always enough; inconclusive = no clear call, values can overlap the other calls
PfHsp40 yeast = rescue of PfHsp40-mediated yeast toxicity | AID 504582 | growth rescue, % at 12.5 µM | S. cerevisiae expressing PfHsp40, growth rescue, ATP luminescence | 340,000 tested, 0.68% active; in the data active = growth rescue above about 28%, passing the limit was not always enough; inconclusive = no clear call, values can overlap the other calls;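 note: yeast W303a lacking pdr1 and pdr3 grown in galactose medium; growth measured after three days at 30 °C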
BoNT A protease = inhibitors of Botulinum neurotoxin A light chain protease; multiplex microsphere protease substrate cleavage, flow cytometry; inhibition, % at 10 µM; 360,000 tested, 0.17% active; note: plate controls were buffer without enzyme for full effect and enzyme alone for no effect
* = called active by the depositor; & = joins results of further samples. Cut-off read from the data, not from the text of the source, unless noted: active = inhibition above about 30%; inconclusive = no clear call, values can overlap the other calls; inactive = below that.

What do the screens show for `CCc1ccccc1NC(=O)C1CCCN1C(=O)NCc1ccccc1` (stereo unspecified)?
GDH-TPI inh: -6; Anthrax LF inh2: -5; Mtb FBA inh: 0; UGM FP inh: -0.7; Mtb BioA inh: -1.0; BoNT F protease: -18; FadD28 binding: -0.2; PfHsp40 yeast: -1.8; BoNT A protease: 1.0

How did CCC(OC(=O)C(C)N1C(=O)C(=O)c2ccccc21)C(=O)Nc1ccccc1OC (stereo unspecified) do in these assays?
GDH-TPI inh: 2; Anthrax LF inh2: -1; Mtb FBA inh: -1; Mtb BioA inh: -0.2; BoNT F protease: 7; PfHsp40 yeast: -0.2; BoNT A protease: 1.0

What do the screens show for `COc1ccc(CCN(C)C(=O)CSc2nccn2C)cc1OC`?
GDH-TPI inh: -7; Anthrax LF inh2: -1; Mtb FBA inh: -2; UGM FP inh: -0.9; Mtb BioA inh: 1.4; BoNT F protease: 2; FadD28 binding: -3.5; PfHsp40 yeast: -0.9; BoNT A protease: inconclusive

Results for CC(=O)N1CCc2cc(S(=O)(=O)CCC(=O)O)ccc21 ?
GDH-TPI inh: -10; Anthrax LF inh2: -3; Mtb FBA inh: 4; UGM FP inh: 3.1; Mtb BioA inh: 4.4; BoNT F protease: 3; FadD28 binding: -14; PfHsp40 yeast: -1.4; BoNT A protease: -0.3

Results for CSCCC1NC(=S)N(Cc2ccccc2)C1=O (stereo unspecified) ?
GDH-TPI inh: 13; Anthrax LF inh2: -5; Mtb FBA inh: 4; UGM FP inh: 0.2; Mtb BioA inh: -1.4; BoNT F protease: 20; FadD28 binding: -1.6; PfHsp40 yeast: -1.4; BoNT A protease: 0.7

What do the screens show for `COc1ccc(-c2c(-c3ccsc3)oc3ccc(N4CCOCC4)cc23)cn1`?
GDH-TPI inh: 1; Anthrax LF inh2: -10; Mtb FBA inh: 27; UGM FP inh: 4.0; Mtb BioA inh: -0.3; BoNT F protease: -2; FadD28 binding: -3.0; PfHsp40 yeast: 0.3; BoNT A protease: 0.8

Results for O=C(Nc1ccn(C2CCC(CO)O2)c(=O)n1)c1ccccc1 (stereo unspecified) ?
Anthrax LF inh2: 0; Mtb FBA inh: 2; BoNT F protease: 6; FadD28 binding: -1.1; BoNT A protease: 0.9

Results for COc1ccc(-c2nn(-c3ccccc3)cc2/C=C(\C#N)C(N)=O)cc1[N+](=O)[O-] ?
GDH-TPI inh: 7; Anthrax LF inh2: 8; Mtb FBA inh: -1; UGM FP inh: 3.4; Mtb BioA inh: 0.3; BoNT F protease: -6; FadD28 binding: -2.2; PfHsp40 yeast: -0.2; BoNT A protease: -0.6

What do the screens show for `CCc1ccc(NC(=O)C(C)OC(=O)c2ccc(-n3cnnn3)cc2)cc1` (stereo unspecified)?
GDH-TPI inh: 6; Anthrax LF inh2: inconclusive; Mtb FBA inh: -1; UGM FP inh: -1.9; Mtb BioA inh: -0.9; BoNT F protease: -6; FadD28 binding: -1.1; PfHsp40 yeast: 0.4; BoNT A protease: -6.7

How did O=[N+]([O-])c1cccc(COc2ccccc2CN2CCCCC2)c1 do in these assays?
GDH-TPI inh: -3; Anthrax LF inh2: -1; Mtb FBA inh: 1; Mtb BioA inh: 7.1; BoNT F protease: 0; FadD28 binding: -0.4; PfHsp40 yeast: -1.3; BoNT A protease: -0.1

What do the screens show for `Cc1ccccc1OCC(=O)Nc1ccc(Cc2ccncc2)cc1`?
GDH-TPI inh: 0; Anthrax LF inh2: 0; Mtb FBA inh: -2; UGM FP inh: 0.7; BoNT F protease: -5; FadD28 binding: -3.5; PfHsp40 yeast: 1.1; BoNT A protease: 0.0

How did Cc1cc(C)n(CC(=O)c2ccc(Br)cc2)c(=O)c1C#N do in these assays?
GDH-TPI inh: 16; Anthrax LF inh2: -3; Mtb FBA inh: 0; BoNT F protease: -2; FadD28 binding: -2.7; PfHsp40 yeast: 2.3; BoNT A protease: -0.2

Results for O=C(COc1ccccc1)Nc1ccc(OC(F)(F)C(F)F)c(NC(=O)COc2ccccc2)c1 ?
GDH-TPI inh: 6; Anthrax LF inh2: -10; Mtb FBA inh: -2; UGM FP inh: -1.4; Mtb BioA inh: -1.9; BoNT F protease: -2; FadD28 binding: -2.3; PfHsp40 yeast: -0.1; BoNT A protease: -1.2

Results for CCCCSc1nc(CCC)cc(=O)[nH]1 ?
GDH-TPI inh: -9; Anthrax LF inh2: -3; Mtb FBA inh: 0; UGM FP inh: 2.6; Mtb BioA inh: -0.6; BoNT F protease: -5; FadD28 binding: -3.7; PfHsp40 yeast: -0.8; BoNT A protease: 1.5

Results for O=C(CC(=O)NCc1ccc(Cl)cc1)NCc1ccccc1 ?
GDH-TPI inh: -7; Anthrax LF inh2: -5; Mtb FBA inh: -1; UGM FP inh: 2.8; BoNT F protease: -24; FadD28 binding: 0.3; PfHsp40 yeast: -1.9; BoNT A protease: -3.3

What do the screens show for `C=CCSc1nncn1/N=C/c1ccc(OC)cc1`?
GDH-TPI inh: 16; Anthrax LF inh2: 0; Mtb FBA inh: -6; UGM FP inh: 2.3; BoNT F protease: 8; FadD28 binding: 0.2; PfHsp40 yeast: -0.3; BoNT A protease: 0.4

What do the screens show for `CCn1cc(C2C(C(=O)Nc3cc(C)ccn3)=C(C)NC3=C2C(=O)CC(C)(C)C3)c(C)n1` (stereo unspecified)?
GDH-TPI inh: 8; Anthrax LF inh2: -6; Mtb FBA inh: 52*; UGM FP inh: 1.8; BoNT F protease: 7; FadD28 binding: -0.5; PfHsp40 yeast: 0.6; BoNT A protease: -0.2

Results for CCOC(=O)[C@@H]1[C@H]2COc3ccccc3[C@@H]2N2C(=O)N(c3ccc(C(F)(F)F)cc3)C(=O)[C@@]12C ?
GDH-TPI inh: -1; Anthrax LF inh2: -4; Mtb FBA inh: 1; UGM FP inh: -0.2; Mtb BioA inh: 0.8; BoNT F protease: -6; FadD28 binding: -3.3; PfHsp40 yeast: 0.7; BoNT A protease: -0.5

What do the screens show for `CC1=C(C#N)C(c2cn(-c3ccccc3)nc2-c2cccs2)C(C#N)=C(C)N1`?
GDH-TPI inh: 11; Anthrax LF inh2: 2; Mtb FBA inh: 4; UGM FP inh: -0.5; Mtb BioA inh: -2.2; BoNT F protease: -2; FadD28 binding: -5.3; PfHsp40 yeast: 0.8; BoNT A protease: -0.2

What do the screens show for `Cc1cc(NCCCN2CCOCC2)n2ncc(-c3ccccc3)c2n1`?
GDH-TPI inh: 13; Anthrax LF inh2: -3; Mtb FBA inh: -2; UGM FP inh: -2.1; Mtb BioA inh: 1.3; BoNT F protease: -8; FadD28 binding: -3.8; PfHsp40 yeast: -1.7; BoNT A protease: -0.4

Results for CCCCN(Cc1nc2ccccc2c(=O)[nH]1)C(=O)COc1ccc(F)cc1Cl ?
GDH-TPI inh: -5; Anthrax LF inh2: 0; Mtb FBA inh: -2; UGM FP inh: 0.0; Mtb BioA inh: -0.8; BoNT F protease: 2; FadD28 binding: -2.6; PfHsp40 yeast: -0.7; BoNT A protease: 1.1

What do the screens show for `Cc1cccc(NC(=O)CCc2nc3sc4c(c3c(=O)[nH]2)CCCC4)n1`?
GDH-TPI inh: 8; Anthrax LF inh2: -1; Mtb FBA inh: 5; UGM FP inh: -0.3; Mtb BioA inh: -4.1; BoNT F protease: 7; FadD28 binding: -2.6; PfHsp40 yeast: 2.0; BoNT A protease: -1.1

What do the screens show for `CCOc1ccc(Nc2c3c(nc4ncnn24)CC(C)CC3)cc1` (stereo unspecified)?
GDH-TPI inh: 8; Anthrax LF inh2: 0; Mtb FBA inh: 3; UGM FP inh: 1.1; Mtb BioA inh: 3.4; BoNT F protease: 11; FadD28 binding: -0.5; PfHsp40 yeast: 0.1; BoNT A protease: 0.8

What do the screens show for `C[C@H](CO)N1C[C@H](C)[C@@H](CN(C)C(=O)Nc2ccccc2)Oc2ccc(NS(=O)(=O)c3cn(C)cn3)cc2C1=O`?
GDH-TPI inh: 13; Anthrax LF inh2: -7; Mtb FBA inh: 7; UGM FP inh: 0.3; Mtb BioA inh: -2.1&-0.9; BoNT F protease: -7; FadD28 binding: 0.6; PfHsp40 yeast: -0.9; BoNT A protease: 0.3

Results for CCCn1c(CN(Cc2ccccc2)Cc2ccccc2)nc2c1c(=O)n(C)c(=O)n2C ?
GDH-TPI inh: -5; Anthrax LF inh2: -3; Mtb FBA inh: 0; UGM FP inh: -0.4; Mtb BioA inh: -0.8; BoNT F protease: -1; FadD28 binding: -3.1; PfHsp40 yeast: 0.5; BoNT A protease: 0.0

How did O=C(COC(=O)C1=COCCO1)Nc1c(F)cccc1F do in these assays?
GDH-TPI inh: -9; Anthrax LF inh2: 1; Mtb FBA inh: -2; UGM FP inh: -2.0; Mtb BioA inh: -0.6; BoNT F protease: -1; FadD28 binding: -6.6; PfHsp40 yeast: 0.3; BoNT A protease: 1.2

How did O=C(O)C1OC(Oc2cc3oc(-c4ccccc4)cc(=O)c3c(O)c2O)C(O)C(O)C1O (stereo unspecified) do in these assays?
GDH-TPI inh: 25; Anthrax LF inh2: 5; Mtb FBA inh: -1; UGM FP inh: 2.3; Mtb BioA inh: -3.9; BoNT F protease: 12; FadD28 binding: 0.6; PfHsp40 yeast: -0.1; BoNT A protease: 0.2

What do the screens show for `O=S(=O)(c1cccc2cccnc12)N1CCN(c2ccccc2)CC1`?
GDH-TPI inh: -10; Anthrax LF inh2: -2; Mtb FBA inh: 2; UGM FP inh: -0.2; Mtb BioA inh: 1.1; BoNT F protease: -7; FadD28 binding: -4.3; PfHsp40 yeast: -0.3; BoNT A protease: -0.5

How did CCOCc1nnc(NC(=O)COc2ccc3c(c2)OCO3)s1 do in these assays?
GDH-TPI inh: -6; Anthrax LF inh2: -6; Mtb FBA inh: -4; UGM FP inh: 1.1; Mtb BioA inh: -1.1; BoNT F protease: -13; FadD28 binding: -3.1; PfHsp40 yeast: 0.2; BoNT A protease: 0.2

Results for Cc1ccc(NS(=O)(=O)N2CCOCC2)cc1Cl ?
GDH-TPI inh: 0; Anthrax LF inh2: 5; Mtb FBA inh: 5; UGM FP inh: 1.1; Mtb BioA inh: -1.2; BoNT F protease: 4; FadD28 binding: -1.4; PfHsp40 yeast: -0.8; BoNT A protease: -0.7

How did CC1CCCC(NC(=O)COC(=O)c2ccc3ncsc3c2)C1C (stereo unspecified) do in these assays?
GDH-TPI inh: 4; Anthrax LF inh2: -17; Mtb FBA inh: 1; UGM FP inh: -1.0; Mtb BioA inh: -1.6; BoNT F protease: -2; FadD28 binding: -1.4; PfHsp40 yeast: 2.7; BoNT A protease: -0.5

How did O=C(O)c1ccc(NS(=O)(=O)c2ccc(Cl)cc2)cc1 do in these assays?
GDH-TPI inh: -10; Anthrax LF inh2: -5; Mtb FBA inh: 4; UGM FP inh: 1.0; Mtb BioA inh: 0.8; BoNT F protease: -2; FadD28 binding: -0.4; PfHsp40 yeast: 0.8; BoNT A protease: -1.2

How did CCOc1ccc(NC(=O)COC(=O)c2ncc(Cl)c(Cl)c2Cl)cc1 do in these assays?
GDH-TPI inh: 3; Anthrax LF inh2: -2; Mtb FBA inh: 2; UGM FP inh: 3.3; BoNT F protease: 1; FadD28 binding: -0.6; PfHsp40 yeast: -0.9; BoNT A protease: -0.2

What do the screens show for `OCCC1CN(Cc2cc(F)ccc2F)CCN1CCCc1ccccc1` (stereo unspecified)?
GDH-TPI inh: 4; Anthrax LF inh2: -10; Mtb FBA inh: 0; UGM FP inh: -1.9; Mtb BioA inh: -0.5; BoNT F protease: -18; FadD28 binding: 0.6; PfHsp40 yeast: -1.2; BoNT A protease: -4.1

Retrieved one by one from above:
What do the screens show for `OCCC1CN(Cc2cc(F)ccc2F)CCN1CCCc1ccccc1` (stereo unspecified)?
GDH-TPI inh: 4; Anthrax LF inh2: -10; Mtb FBA inh: 0; UGM FP inh: -1.9; Mtb BioA inh: -0.5; BoNT F protease: -18; FadD28 binding: 0.6; PfHsp40 yeast: -1.2; BoNT A protease: -4.1

How did O=C(O)c1ccc(NS(=O)(=O)c2ccc(Cl)cc2)cc1 do in these assays?
GDH-TPI inh: -10; Anthrax LF inh2: -5; Mtb FBA inh: 4; UGM FP inh: 1.0; Mtb BioA inh: 0.8; BoNT F protease: -2; FadD28 binding: -0.4; PfHsp40 yeast: 0.8; BoNT A protease: -1.2
